TNAP inh hi DEA: blocks human TNAP under high phosphate acceptor concentration. actives 0.03% (n = 200,000). purified TNAP, CDP-star luminescence, 1 M DEA. AID 1135. inhibition, % at 20 µM. P05186;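 active means over 50% inhibition of tissue-nonspecific alkaline phosphatase at 20 µM in the single-dose screen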;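 further: plate controls were DMSO wells for no effect and EDTA-quenched wells as full inhibition for full effect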
PMI activator: activators of human phosphomannose isomerase. AID 1214. activation factor at 20 µM. actives 0.005% (n = 190,000). purified human PMI, coupled resazurin fluorescence, 20 min; hits give high values; 1 = vehicle control, 0 substrate-free wells;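 active means activation factor of 2 or more at 20 µM, relative to plate controls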
Target sequence (P34949 whole entry, looked up): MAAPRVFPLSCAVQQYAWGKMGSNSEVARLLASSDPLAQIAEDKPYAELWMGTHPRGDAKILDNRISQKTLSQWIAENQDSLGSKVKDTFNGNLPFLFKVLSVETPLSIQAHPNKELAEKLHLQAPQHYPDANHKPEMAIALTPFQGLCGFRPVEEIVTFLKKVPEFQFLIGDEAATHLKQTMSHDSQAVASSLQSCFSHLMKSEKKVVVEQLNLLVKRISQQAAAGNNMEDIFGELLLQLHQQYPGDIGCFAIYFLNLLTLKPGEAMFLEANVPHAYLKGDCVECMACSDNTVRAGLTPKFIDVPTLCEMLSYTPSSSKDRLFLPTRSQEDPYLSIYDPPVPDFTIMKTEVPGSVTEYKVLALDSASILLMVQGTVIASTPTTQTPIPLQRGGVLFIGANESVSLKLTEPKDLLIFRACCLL
FLuc act counter: firefly luciferase counter-screen for stimulation assays; P08659; ATPlite luciferase biochemical, luminescence, 10 min; 0 = ATP-free wells, 1 = DMSO control; activation factor at 10 µM; 200,000 tested, under 10 active; AID 1027;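 active means luciferase activation factor, scaled between plate controls, of at least 2 with compound at 10 µM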
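System: Luciferase/luciferin detection reagent, cell-free biochemical luciferase assay | Medium: PBS buffer for ATP | Dosing: Test compounds dosed from 2 mM stocks in 100% DMSO | Timing: 10 min at ambient temperature | Signal: Luminescence measurement of luciferase light output | Evaluation: Luciferase activation, seen as luminescence increase over controls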
TNAP inh no acc: inhibitors of human TNAP without phosphate acceptor; P05186; purified TNAP, CDP-star luminescence, 30 min; inhibition, % at 20 µM; actives 0.26% (n = 200,000);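 active means tissue-nonspecific alkaline phosphatase inhibition above about 50% at 20 µM in the single-dose screen, limit read from the data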;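 further: 0% = DMSO negative control and 100% = EDTA positive control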
TNAP act hi DEA: TNAP (human) activation, high acceptor | purified TNAP, CDP-star luminescence, 1 M DEA, 30 min; hits give high values; 0 = EDTA background, 1 = DMSO-only activity | activation factor at 20 µM | 200,000 tested, under 10 active | P05186;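 active means activation factor at least 2 at 20 µM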
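Assay system: human TNAP; Input: enzyme diluted 1/800 final; Reagent: CDP-star luminogenic substrate at 100 µM final; Timing: 30 min, room temperature; Signal: luminescence; Evaluation: TNAP activation factor scaled between EDTA and DMSO control wells.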
bIAP activator: increases bovine intestinal alkaline phosphatase activity; purified bovine IAP, CDP-star luminescence, 30 min; hits give high values; fold of DMSO-control signal, blank-subtracted; activation factor at 20 µM; actives 0.17% (n = 200,000);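 active means activation factor of 2 or more at 20 µM, a signal rise over negative controls twice the positive control's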
NF-kB expr up: raises NF-kB expression in human neuronal cells; NF-kB reporter expression; hits give high values; fold change at 12.5 µM; actives 1.6% (n = 190,000); in the data active means fold change above about 3.3
FLuc inhib CS: counter-screen for luciferase assay inhibitors: firefly luciferase inhibition; P08659; ATPLite firefly luciferase biochemical luminescence, 10 min; inhibition, % at 10 µM; actives 1.5% (n = 200,000); AID 1006;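 active means inhibition above about 50% when tested at 10 µM, limit read from the data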
APP 5'UTR act: APP 5'UTR luciferase reporter activation | actives 1% (n = 190,000) | activation, % at 2 µM | SH-SY5Y APP 5'UTR luciferase reporter, luminescence; zero percent = DMSO vehicle wells;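 active means activation above a set limit, based on mean plus 3 SD of controls, cut at about 140% in these data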; further: values of inactives mirror those of a sister screen read the other way
PMI act hi M6P: PMI (human) activation, high substrate; P34949; coupled PMI enzyme assay, resazurin fluorescence, 20 min; hits give high values; 1 = untreated enzyme, 0 = substrate-free blank; activation factor at 20 µM; actives 0.34% (n = 190,000); AID 1216;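 active means activation factor of 2 or more at 20 µM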
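Test system: human PMI in coupled enzyme assay; Input: PMI at 15 ng/mL final; Medium: HEPES buffer, pH 7.4; Schedule: 20 min incubation at room temperature; Technique: resorufin fluorescence at Ex 544/Em 590 nm; Compound: 20 µM single dose; Probe or stimulus: Near-saturating mannose-6-phosphate, 1.0 mM.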
* hit, by the source's call; . = not tested or not shown; & = joins results of further samples.

Every second line gives: TNAP inh hi DEA, PMI activator, FLuc act counter, TNAP inh no acc, TNAP act hi DEA, bIAP activator, NF-kB expr up, FLuc inhib CS, APP 5'UTR act, PMI act hi M6P
> O=C(CCCOc1ccc(Cl)cc1Cl)Nc1ccncc1
→ 2, 0.9, 1, -1, 1, 1.1, 0.94, 2, 2, 1
> CC1CCCN(C(=O)c2ccccc2OC2CCN(S(C)(=O)=O)CC2)C1 (configuration not stated)
→ 1, 0.9, 1.1, -6, 1, 0.9, 1.2, -6, 8, 0.9
> Cc1ccc(N/C(N)=N/c2nc(CSc3nnc(C)s3)cc(=O)[nH]2)c(C)c1
→ -7, 1, 1.1, -24, 1.1, 2.1*, 3.1, -10, -93, 0.9
> CN(C)c1ccc(/C=C2/C(=O)N(c3ccc([N+](=O)[O-])cc3)N=C2N2CCOCC2)cc1
→ 14, 0.9, 1, 35, 0.9, 0.6, 1.1, -4, -2, 0.7
> COCCNC(=O)c1snc2ccc(Cl)cc12
→ -5, 1.1, 1, -1, 1.1, 1, 1.4, -1, 14, 1.1
> CCCc1[nH]nc2c1C(c1cccnc1)C(C#N)=C(N)O2 (configuration not stated)
→ -4, 0.9, 1, -1, 1, 1, 0.87, -5, 0, 0.9
> CCCC(=O)Nc1c2c(nn1-c1ccc(OC)cc1)CS(=O)(=O)C2
→ 5, 1, 1, -4, 0.9, 1, 1.3, 0, -7, 1
> CCNc1nc(N)nc(-c2cc(Cl)ccc2OC)n1
→ -6, 0.9, 1.1, -15, 1.1, 0.9, 1.1, -7, -15, 0.9
> COc1cc(NC(=O)C2CC(=O)NC3=C2C(=O)CC(C)(C)C3)c(OC)cc1Cl (configuration not stated)
→ 0, 1, 1, 0, 1, 1, 0.71, -2, 10, 1
> COCCCNCCOCCOc1ccc(C)cc1Br
→ -3, 1, 1, -13, 1, 0.9, 0.96, 0, 2, 1.1
> O=C(CCn1c2c(c3ccccc31)CCCC2)NNC(=O)c1cccc([N+](=O)[O-])c1
→ -4, 0.8, 1.1, -85, 1, 0.8, 1, -6, -1, 0.8
> O=S(=O)(c1ccc(S(=O)(=O)N2CCCC2)cc1)N1CCCCCC1
→ -4, 1, 1.1, 2, 1, 0.9, 1.1, -7, 0, 1
> O=c1c2ccccc2c(-c2ccccc2)nn1Cc1ccccc1
→ 0, 1, 1, -3, 1, 0.8, 0.9, -4, 1, 1
> O=C(CC(c1ccc(F)cc1)c1ccco1)N1CCOCC1 (configuration not stated)
→ 2, 0.9, 1, -8, 1, 1, 1.1, 0, -11, 1
> CC(=O)c1cccc(-n2nnnc2SCC(=O)N2CCCC2)c1
→ -4, 0.8, 1.1, -16, 1, 0.9, 1.1, -5, -11, 0.9
> NC(=O)CN1CCOCCN(CC(N)=O)CCOCC1
→ -10, 1, 1, -21, 1.1, 1, ., -3, ., 0.9
> Cc1cc(-c2nnc(SCC(=O)c3ccc(F)cc3)o2)no1
→ -1, 1, 1.1, -21, 1, 1.1, 1.2, -6, 7, 0.9
> COC(C(=O)Nc1ccccc1F)c1ccccc1 (configuration not stated)
→ -5, 1.1, 1, -21, 1, 0.9, 1.1, -2, -15, 1.1
> COc1ccc(Cl)cc1NC(=O)NC(C)C
→ -3, 0.9, 1, -9, 1, 1.2, 1.1, 1, 5, 1
> COc1cc(OC)cc(N(C(=O)C2COc3ccccc3O2)C(C(=O)NC2CCCCC2)c2ccc(O)cc2)c1 (configuration not stated)
→ -1, 0.7, 1, -9, 1, 0.9, 0.63, 0, -2, 0.8
> O=c1[nH]c(=O)n(Cc2ccccc2)c2nc(-c3ccc(Oc4ccc(F)cc4)c([N+](=O)[O-])c3)n(CCO)c12
→ 1, 1.1, 1, -7, 1, 0.7, 0.59, -4, -17, 1.3
> CCCn1c(=N)c(C#N)cc2c(=O)n3cccc(C)c3nc21
→ 2, ., 1.1, -7, 1, 1, 1.1, -6, 7, .
> Cc1ccc(/C=C/C(=O)Nc2sc3c(c2C#N)CCCC3)o1
→ 2, 1, 1.1, 0, 1, 0.8, 1, -5, 7, 0.9
> CCOC(=O)N1CCN(C(=O)C(C)N(c2ccccc2)S(C)(=O)=O)CC1 (configuration not stated)
→ -11, 1, 1.1, -12, 1.1, 0.9, 1.2, -5, 7, 1
> COc1ccc(-n2sc3c(c2=S)-c2cc(OC)ccc2NC3(C)C)cc1
→ -1, 0.7, 1, -5, 1, 0.8, 0.99, -4, 19, 0.7
> COC(=O)c1ccccc1NS(=O)(=O)c1ccc2[nH]c(=O)[nH]c2c1
→ -1, 1, 1.1, -2, 1, 0.9, 1.1, -8, -3, 1
> CC1CCCCN1C(=O)CSc1ccc(-c2ccc(F)cc2)nn1 (configuration not stated)
→ -1, 0.9, 1, -6, 1, 1, 1.3, 1, 26, 0.9
> CCc1nnc(NC(=O)c2ccc(OCc3c(C)noc3C)c(OC)c2)s1
→ 0, 1, 1.1, 3, 1, 1, 1.1, -8, -2, 1.1
> O=C(O)Cn1nc2ccccc2n1
→ -1, 1, 1.1, -5, 1, 1, 1.1, -8, -3, 1
> CCOC(=O)N1CCN(C(=O)CN(C2CCCCC2)S(=O)(=O)c2ccc(F)cc2)CC1
→ -1, 1, 1, -7, 1, 1.1, 1.1, -2, -15, 1
> COc1ccc(OC)c(S(=O)(=O)NCc2cn3ccsc3n2)c1
→ -2, 1, 1, -7, 1, 0.9, 1.1, -3, 73, 0.9
> O=C(c1c[nH]c2ccccc12)C(O)C(c1ccccc1)N1CCOCC1 (configuration not stated)
→ -7, 0.9, 1.1, -14, 1.1, 0.9, 0.99, -8, 6, 1
> Cn1c(=O)c2c(ncn2Cc2ccc(Cl)c(Cl)c2)n(C)c1=O
→ 1, 1, 1, -7, 1, 0.9, 0.68, -4, -10, 1
> Cc1ccc(NC(=O)CSc2nnc(C)c(=O)n2N)cc1
→ -4, 1.1, 1, -29, 1, 1.1, 1.2, -1, 6, 0.9
> Cc1ccc(CNC(=O)/C=C/c2ccc(S(=O)(=O)N3CCOCC3)cc2)cc1
→ -3, 1, 1, -9, 1, 1, 1.1, -2, 8, 0.9
> COc1ccc(SCC(=O)Nc2ccccc2Cl)cc1
→ -3, 0.9, 1.1, -8, 1, 0.9, 0.86, -7, 1, 0.9
> Cc1sc2nc(CN3CCOCC3)nc(Oc3ccc(NC(=O)c4ccco4)cc3)c2c1C
→ -1, 1.1, 1, -6, 1, 1, 0.55, -5, 7&12, 1
> CC(C)N(C(=O)NC(=O)NCC1CCCO1)S(C)(=O)=O (configuration not stated)
→ -8, 1, 1, -19, 1.1, 1, 0.97, -4, 3, 1.1
> O=C(CCn1cccc1)NC1CCCc2ccccc21 (configuration not stated)
→ -2, 1, 1.1, -12, 1, 0.9, 1, -7, 5, 1
> COC(=O)CC(NC(=O)c1ccc(C)cc1)c1ccc2c(c1)OCO2 (configuration not stated)
→ -5, 0.9, 1, -6, 1.1, 1, 1.1, -2, 11, 1
> COc1cc(C(=O)OCC(=O)Nc2cc(-c3cc(C)c(C)cc3C)nn2-c2ccccc2)cc(OC)c1OC
→ -1, 0.8, 1.1, -4, 1, 0.8, 1.1, -8, -11, 0.9
> O=c1cc(O)c2sc3nc(C(F)(F)F)c4c(c3c2[nH]1)CCCCC4
→ -6, 1.3, 0.9, 3, 1.1, 0.9, 1.3, 14, 5, 1.1
> O=C(NCCN1CCc2ccccc2C1)C1CCN(S(=O)(=O)N2CCCCC2)CC1
→ -4, 0.9, 1.1, -18, 1, 1.1, 1.2, -5, 0, 0.9
> CC(Sc1nnnn1C)C(=O)Nc1ccc2c(c1)OCCO2 (configuration not stated)
→ 0, 0.9, 0.9, -11, 1, 0.9, 1.5, 5, -2, 1
> O=C(CCN1C(=O)C2C3C=CC(C3)C2C1=O)Nc1ccccc1F (configuration not stated)
→ -8, 0.9, 1.1, -3, 1.1, 0.8, 1.1, -10, -3, 0.9
> CC(C)NC(=O)CSc1nc2[nH]ncc2c(=O)[nH]1
→ -3, 0.9, 1, -10, 1, 1, 1.3, -1, 19, 1
> CCCCc1ccc(Nc2nc(CCC)cc(=O)[nH]2)cc1
→ -4, 0.8, 1, -18, 1, 0.9, 0.8, -3, 5, 0.8
> CCOc1nc(C#N)nc(N2CCCCC2)n1
→ -3, 0.9, 1, -8, 1, 1, 1.1, -2, -3, 1

Compound activity (PubChem BioAssay)
